sEH inh: blocks human soluble epoxide hydrolase activity | recombinant human sEH enzymatic activity assay | inhibition, % at 2 µM | hit rate 0.34% among 91,000 | AID 707; in the data active means inhibition above about 80%; further: values of inactives mirror those of a sister screen read the other way; many of its hits are not listed in these tables
Target sequence (P34913 whole entry, looked up): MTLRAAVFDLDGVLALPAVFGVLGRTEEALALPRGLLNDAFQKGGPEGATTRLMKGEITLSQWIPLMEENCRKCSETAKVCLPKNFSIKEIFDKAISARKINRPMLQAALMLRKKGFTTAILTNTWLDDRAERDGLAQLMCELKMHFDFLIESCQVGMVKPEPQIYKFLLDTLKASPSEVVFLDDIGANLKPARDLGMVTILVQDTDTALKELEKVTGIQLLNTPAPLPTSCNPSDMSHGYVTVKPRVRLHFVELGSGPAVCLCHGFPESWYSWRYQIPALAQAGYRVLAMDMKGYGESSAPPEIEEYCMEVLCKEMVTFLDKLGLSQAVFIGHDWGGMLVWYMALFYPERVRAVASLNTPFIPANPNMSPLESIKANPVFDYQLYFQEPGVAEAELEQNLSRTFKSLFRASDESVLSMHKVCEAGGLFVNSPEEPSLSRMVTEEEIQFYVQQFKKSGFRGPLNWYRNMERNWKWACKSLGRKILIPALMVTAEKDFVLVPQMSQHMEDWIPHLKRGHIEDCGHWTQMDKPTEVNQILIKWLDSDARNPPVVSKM
H69AR growth 86K: growth inhibitors of human H69AR lung tumor cells; viability, % at 10 µM; H69AR lung tumor viability, ATP luminescence, 72 h; stronger effect = lower value; AID 598; hit rate 6% among 85,000;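 active means viability at or below 40%; inactive means viability above 40%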;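 further: multidrug resistant small cell line overexpressing MRP-1 efflux transporter; 100% = mean luminescence of untreated control wells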
sEH activator: activators of human soluble epoxide hydrolase; activation, % at 2 µM; hit rate 0.04% among 91,000; P34913; purified human sEH enzymatic activity, activator screen; AID 717; in the data active means activation above about 37%; further: values of inactives mirror those of a sister screen read the other way
Lung fibro prol: blocks proliferation of human lung fibroblasts | LL 47 human lung fibroblast viability, ATP luminescence; stronger effect = lower value | viability, % at 10 µM | hit rate 1.1% among 85,000;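 active means viability at or below 50% in the single dose screen; inactive means viability above 50%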;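 further: compound exposure lasted 72 h before the ATP readout; 100% = median luminescence of untreated cell-only wells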
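Assay system: human lung fibroblast line LL 47, low passage. Input: 1,150 fibroblasts seeded per well. Times: overnight cell rest, 72 h compound treatment at 37 °C. Evaluation: % viability of median cell-only signal. Technique: luminescent ATP detection, CellTiter-Glo. Control set: cell-only wells, no compound.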
HUVEC prolif 384: inhibitors of human endothelial cell proliferation; HUVEC proliferation, CellTiter-Glo luminescence, 72 h; stronger effect = lower value; viability, % at 10 µM (by protocol); hit rate 1.1% among 86,000;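 active means viability at or below 30%; inactive means viability above 30%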;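 further: 100% = median luminescence of DMSO-only cell control wells on each plate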
LYP act: activators of human LYP (PTPN22) phosphatase; Q9Y2R2; recombinant LYP, DiFMUP fluorescence; 0 = plate median, 100 = signal doubled; activation, % at 2 µM; hit rate 0.11% among 96,000;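 active means activation at 2 µM above a set limit, the mean plus 5 SD, cut at about 37% in these data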
S1P2 antag: blocks the human S1P2 receptor. O95136. cell-based S1P2 antagonist assay, inhibition at 5 uM. inhibition, % at 5 µM. hit rate 0.21% among 97,000. AID 736; in the data active means inhibition above about 45%;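 further: CRE beta-lactamase reporter cells expressing human S1P2 stimulated with S1P; 0% = agonist at EC80 alone and 100% = agonist plus reference antagonist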
Target sequence (O95136 whole entry, looked up): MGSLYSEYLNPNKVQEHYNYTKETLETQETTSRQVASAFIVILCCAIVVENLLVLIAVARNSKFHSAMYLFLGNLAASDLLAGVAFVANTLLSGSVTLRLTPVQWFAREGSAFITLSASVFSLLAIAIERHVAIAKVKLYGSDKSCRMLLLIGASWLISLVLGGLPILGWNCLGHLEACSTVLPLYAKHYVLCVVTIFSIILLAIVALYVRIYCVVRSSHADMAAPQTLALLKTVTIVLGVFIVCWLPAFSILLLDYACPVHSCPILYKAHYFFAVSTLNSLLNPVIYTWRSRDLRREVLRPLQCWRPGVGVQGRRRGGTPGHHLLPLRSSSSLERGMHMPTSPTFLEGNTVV
PostGolgi ctrl: yeast control strain growth, post-Golgi counter-screen; inhibition, % at 10 µM; hit rate 5% among 98,000; efflux-deficient yeast background strain, growth absorbance A615, 16 h; in the data active means inhibition above about 30%
S1P2 ag: agonists of human S1P2 receptor; hit rate 0.46% among 97,000; activation, % at 4.5 µM; S1P2-expressing cell line, agonist reporter read-out; AID 729; O95136; in the data active means activation above about 16%;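 further: 0% = vehicle low control and 100% = maximal reference agonist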
Active calls of the source: *; . = no result given. An excerpt. The share of hits here may be higher or lower than overall.

Key to letters: A = sEH inh; B = H69AR growth 86K; C = sEH activator; D = Lung fibro prol; E = HUVEC prolif 384; F = LYP act; G = S1P2 antag; H = PostGolgi ctrl; I = S1P2 ag
> COc1ccc(NC(=O)Cn2nc(C(F)(F)F)c3c2CCCC3)c(OC)c1
  A: -7 | B: 101 | C: 4 | D: 96 | E: 94 | F: 1 | G: -8 | H: 0 | I: 0
> COc1cccc(-n2c(Cc3cc(=O)[nH]c(=O)[nH]3)nnc2SCc2cccnc2)c1
  A: -10 | B: 91 | C: 10 | D: 101 | E: 93 | F: -2 | G: 18 | H: 1 | I: -4
> O=C(Nc1ccc(NC(=O)c2ccco2)cc1)c1ccc2c(c1)OCO2
  A: -2 | B: . | C: 3 | D: . | E: . | F: 1 | G: -17 | H: -2 | I: -4
> CN(C)S(=O)(=O)c1cccc(C(=O)NCc2ccco2)c1
  A: -9 | B: 88 | C: 12 | D: 99 | E: 100 | F: 11 | G: -1 | H: 12 | I: -7
> CNC(=O)C1CC(=O)N(CCc2ccc(OC)cc2)C(=Nc2ccc(OC)cc2)S1 (configuration not stated)
  A: 8 | B: 83 | C: -5 | D: 101 | E: 96 | F: -1 | G: 5 | H: . | I: -1
> CCCNC(=O)C1CNc2ccccc2O1 (configuration not stated)
  A: 6 | B: 58 | C: -2 | D: 92 | E: 75 | F: 7 | G: 5 | H: -3 | I: -7
> Nc1ccc(N2CCOCC2)c(Cl)c1
  A: 15 | B: 100 | C: -11 | D: 112 | E: 116 | F: -5 | G: -12 | H: -4 | I: 1
> CN(Cc1ccccc1)S(=O)(=O)c1cccc2cccnc12
  A: -11 | B: 94 | C: 13 | D: 103 | E: 102 | F: 7 | G: -6 | H: 2 | I: -2
> O=C(COc1ccc(S(=O)(=O)N2CCCC2)cc1Cl)NC1CCCC1
  A: -9 | B: 87 | C: 7 | D: 104 | E: 91 | F: -5 | G: 0 | H: -11 | I: 0
> Cn1c(=O)c2c(nc(NCCc3ccccc3)n2CC(=O)NCCc2ccccc2)n(C)c1=O
  A: 19 | B: 64 | C: -16 | D: 92 | E: 98 | F: 4 | G: -10 | H: -9 | I: -3
> CC1CCCN(CCCNC(=O)c2coc3nc4ccccc4nc23)C1 (configuration not stated)
  A: -2 | B: 100 | C: 0 | D: 99 | E: 91 | F: -5 | G: 7 | H: 13 | I: -2
> Cc1ccc(Cl)cc1NC1=NC(=S)N(C(C)C)C12CCCCC2
  A: 10 | B: 85 | C: -8 | D: 85 | E: 97 | F: 1 | G: -8 | H: . | I: -6
> CCc1ccc(Oc2cc(C)nc(N)n2)cc1
  A: 8 | B: 86 | C: -4 | D: 102 | E: 90 | F: -7 | G: -7 | H: . | I: -4
> O=C(CNC(=O)c1ccc([N+](=O)[O-])cc1)N/N=C\c1ccc(OC(=O)c2ccccc2)cc1
  A: -16 | B: . | C: 15 | D: . | E: . | F: -5 | G: -1 | H: 3 | I: -3
> Cc1ccc(-c2nnc(SCC(=O)NCC3CCCO3)n2C)cc1 (configuration not stated)
  A: -1 | B: 80 | C: 4 | D: 112 | E: 99 | F: 1 | G: -18 | H: 4 | I: -1
> Cn1c(SCC(=O)N2CCOCC2)nc(O)cc1=O
  A: 9 | B: 110 | C: -9 | D: 108 | E: 93 | F: -4 | G: 8 | H: -2 | I: -6
> COc1ccc(N=C2SCC(=O)N2c2ccc(OC)cc2)cc1
  A: 2 | B: 94 | C: -1 | D: 95 | E: 90 | F: -11 | G: -3 | H: 30 | I: -2
> CCn1c(=O)cc(SCC(=O)NCc2cccnc2)c2ccccc21
  A: . | B: 78 | C: . | D: 104 | E: 106 | F: -3 | G: 8 | H: 3 | I: -8
> CCOc1ccc(NC(=O)Nc2ccc3nccnc3c2)cc1
  A: 47 | B: 74 | C: -47 | D: 101 | E: 92 | F: 0 | G: 28 | H: 8 | I: -2
> CCOc1ccc(NC(=O)CSCc2cnn(-c3ccccc3)c2-n2cccc2)cc1
  A: 27 | B: 86 | C: -25 | D: 104 | E: 108 | F: -5 | G: -15 | H: 10 | I: -8
> CCCc1nc(NCc2ccc3c(c2)OCO3)c2nnn(Cc3ccccc3Cl)c2n1
  A: 3 | B: 25* | C: 1 | D: 23* | E: 74 | F: -4 | G: -7 | H: . | I: -1
> N#Cc1nc(COc2ccccc2F)oc1N1CCCCCC1
  A: -6 | B: 82 | C: 8 | D: 99 | E: 103 | F: -5 | G: -22 | H: 25 | I: 2
> COc1cc(/C=C2\SC(c3ccc(C)cc3)=NC2=O)ccc1O
  A: -2 | B: . | C: 1 | D: . | E: . | F: -1 | G: -6 | H: 13 | I: -2
> COC(=O)c1sc2nc[nH]c(=O)c2c1C
  A: -11 | B: . | C: 12 | D: . | E: . | F: -1 | G: -21 | H: -7 | I: -5
> O=C(c1ccc(S(=O)(=O)N2CCOCC2)cc1)N1CCN(c2cccc(Cl)c2)CC1
  A: -5 | B: 66 | C: 3 | D: 98 | E: 116 | F: -4 | G: -3 | H: -4 | I: 1
> Cc1noc(C)c1C(=O)OCC(=O)Nc1ccccc1C(=O)NC(C)c1ccccc1 (configuration not stated)
  A: 10 | B: 95 | C: -10 | D: 85 | E: 93 | F: 8 | G: -6 | H: . | I: -4
> COc1ccc(C2=NCC(CSc3nnc(-c4ccc5c(c4)OCO5)o3)S2)cc1 (configuration not stated)
  A: 4 | B: 71 | C: -4 | D: 101 | E: 92 | F: -9 | G: -7 | H: 37* | I: -8
> COCCCNC(=O)Cn1ncc2c(=O)oc3ccccc3c21
  A: -4 | B: . | C: 6 | D: . | E: . | F: -7 | G: 18 | H: 0 | I: -1
> O=S(=O)(c1ccc(OCC(O)CN2CCN(c3ccccc3Cl)CC2)cc1)N1CCOCC1 (configuration not stated)
  A: 12 | B: 72 | C: -11 | D: 94 | E: 106 | F: 0 | G: 19 | H: 0 | I: -10
> Cc1ccc(C(=O)COC(=O)C2C3C=CC(C3)C2C(=O)OCC(=O)c2ccc(C)c(C)c2)cc1C (configuration not stated)
  A: -15 | B: . | C: 16 | D: . | E: . | F: -10 | G: 1 | H: 4 | I: -2
> COc1cc(CN2CCN(C(=O)CC(C)C)CC2)cc(OC)c1O
  A: . | B: 96 | C: . | D: 98 | E: 85 | F: . | G: . | H: 15 | I: .
> CC(C)(C)NC(=O)C1N(c2cccnc2)C(=O)C2C(C(=O)Nc3ccccc3)C3(C)C=CC21O3 (configuration not stated)
  A: . | B: 93 | C: . | D: 100 | E: 110 | F: . | G: . | H: 2 | I: .
> COc1cc(C2C(C(=O)c3ccc(C)o3)=C(O)C(=O)N2Cc2cccnc2)ccc1O (configuration not stated)
  A: -8 | B: 108 | C: 9 | D: 107 | E: 97 | F: 16 | G: -14 | H: 19 | I: -2
> O=C(Nc1cccc(C(F)(F)F)c1)c1cc2c(=O)c3ccccc3oc2nc1C(F)(F)F
  A: -4 | B: . | C: 4 | D: . | E: . | F: 2 | G: -17 | H: 4 | I: -3
> CCOC(=O)CSc1nnnn1-c1cc(OC)c(Cl)cc1OC
  A: 4 | B: . | C: -2 | D: . | E: . | F: -1 | G: 3 | H: 3 | I: -4
> O=C1N=C2SCCN2/C1=C\c1c(Cl)cccc1Cl
  A: 0 | B: . | C: 2 | D: . | E: . | F: -2 | G: -9 | H: 6 | I: -5
> O=C(CSc1nnc(Cn2c(=O)sc3ccccc32)n1-c1ccccc1)N1CCOCC1
  A: -18 | B: 78 | C: 14 | D: 91 | E: 86 | F: 10 | G: 6 | H: 9 | I: -6
> CN(C)C(=O)c1cc2cc([N+](=O)[O-])ccc2s1
  A: 15 | B: . | C: -17 | D: . | E: . | F: 0 | G: 11 | H: 1 | I: -9
> CON/C=C(\C=Nc1ccc(Cl)cc1Cl)c1ncc(C(F)(F)F)cc1Cl
  A: 1 | B: . | C: -1 | D: . | E: . | F: -12 | G: 18 | H: 4 | I: -7
> CCN(CCCNC(=O)c1c(C)cc(=O)oc1C)c1cccc(C)c1
  A: -1 | B: 109 | C: 2 | D: 95 | E: 91 | F: 9 | G: 2 | H: 23 | I: -5
> COCCOc1cc(N2C(=O)CSCC2=O)c(Cl)cc1Cl
  A: -10 | B: . | C: 12 | D: . | E: . | F: -5 | G: 5 | H: 5 | I: 2
> CC1C/C(=N/NC(=O)c2cccc(F)c2)c2ccc(O)cc2C1 (configuration not stated)
  A: 25 | B: . | C: -25 | D: . | E: . | F: 4 | G: -12 | H: 5 | I: -1
> COc1ccccc1-n1c(=O)c2c3c(sc2n2c(SC(C)C)nnc12)CCC3
  A: . | B: 87 | C: . | D: 96 | E: 104 | F: . | G: . | H: 8 | I: .
> CCCn1nnc(NC(=O)c2ccco2)n1
  A: 11 | B: 75 | C: -8 | D: 99 | E: 94 | F: 1 | G: -12 | H: 5 | I: -2
> Cc1cc(C)n(CCSCC(=O)O)n1
  A: -9 | B: 100 | C: 7 | D: 109 | E: 96 | F: -2 | G: 0 | H: 3 | I: 0
> O=S(=O)(Nc1ccccc1)c1ccc(Oc2ncc(C(F)(F)F)cc2Cl)cc1
  A: 11 | B: . | C: -9 | D: . | E: . | F: -4 | G: 7 | H: 59* | I: -2
> Cc1cc(=O)oc2cc(OCC(=O)N3CCc4ccccc4C3)ccc12
  A: . | B: 94 | C: . | D: 93 | E: 92 | F: -3 | G: 16 | H: 5 | I: -6
> CCC(NC(=O)Nc1ccc(O)cc1)(C(F)(F)F)C(F)(F)F
  A: . | B: 93 | C: . | D: 96 | E: 86 | F: -6 | G: 14 | H: -2 | I: -5
> CN(C)/C=N/c1ncc(C(=O)c2ccc3ccccc3c2)s1
  A: -49 | B: . | C: 48* | D: . | E: . | F: -8 | G: -14 | H: 17 | I: -3
> O=c1/c(=C/c2ccco2)sc2n1CN(c1cccc(Br)c1)CN=2
  A: 8 | B: 32* | C: -7 | D: 99 | E: 39 | F: -18 | G: -12 | H: 8 | I: -3
> CCOC(=O)C(NC(=O)c1ccc(OC)cc1)(N1CCOCC1)C(F)(F)F (configuration not stated)
  A: 0 | B: 97 | C: -2 | D: 96 | E: 89 | F: -2 | G: 10 | H: -4 | I: -7
> COc1ccc(OC)c2sc(NC(=O)CCSc3ccccc3)nc12
  A: . | B: 47 | C: . | D: 89 | E: 59 | F: -4 | G: -19 | H: 12 | I: -2
> CC(C)NCCCOc1ccc(Cl)cc1Br
  A: -8 | B: . | C: 7 | D: . | E: . | F: 5 | G: 15 | H: -2 | I: -7
> C=CCn1c(SC2CCOC2=O)nc2sc(CC)cc2c1=O (configuration not stated)
  A: 1 | B: 71 | C: 0 | D: 106 | E: 101 | F: -8 | G: -55 | H: 9 | I: -4
> CCCSc1nc(SCC(=O)NCc2ccccc2)c2c3c(sc2n1)COC(C)(C)C3
  A: -13 | B: 51 | C: 15 | D: 64 | E: 52 | F: 2 | G: 15 | H: -6 | I: 0
> COCCn1cnc2c1c(=O)n(CC(=O)Nc1cc(C)on1)c(=O)n2Cc1ccccc1
  A: -7 | B: 89 | C: 7 | D: 102 | E: 105 | F: -3 | G: -31 | H: 9 | I: -4
> N#CCCN1CCN(S(=O)(=O)c2ccc(S(=O)(=O)N3CCCC3)cc2)CC1
  A: . | B: 91 | C: . | D: 96 | E: 96 | F: . | G: . | H: 10 | I: .
> CCOC(=O)CSc1nc2c(c(=O)[nH]c(=O)n2C)n1CCc1ccccc1
  A: -3 | B: 89 | C: 3 | D: 99 | E: 104 | F: 5 | G: -11 | H: 15 | I: -1

3 compounds drawn at random from those above:
Key to letters: A = sEH inh; B = H69AR growth 86K; C = sEH activator; D = Lung fibro prol; E = HUVEC prolif 384; F = LYP act; G = S1P2 antag; H = PostGolgi ctrl; I = S1P2 ag
> COc1ccc(OC)c2sc(NC(=O)CCSc3ccccc3)nc12
  A: . | B: 47 | C: . | D: 89 | E: 59 | F: -4 | G: -19 | H: 12 | I: -2
> CC(C)NCCCOc1ccc(Cl)cc1Br
  A: -8 | B: . | C: 7 | D: . | E: . | F: 5 | G: 15 | H: -2 | I: -7
> CCC(NC(=O)Nc1ccc(O)cc1)(C(F)(F)F)C(F)(F)F
  A: . | B: 93 | C: . | D: 96 | E: 86 | F: -6 | G: 14 | H: -2 | I: -5
